TGFb inhibitor: qHTS for Inhibitors of TGF-b; HepG2 CAGA-GFP TGF-b/SMAD3 reporter, GFP fluorescence, 18 h; TGF-beta stimulated, 500 pg/mL final; Potency, µM (doses to about 46.1 µM), without a hit: at the highest dose activity, negative = inhibition, actives largely listed as inhibitors; actives 1.2% (n = 410,000); AID 588855, 2011; note: % is set by controls: 0 for no effect and ±100 for the full control effect; nearly all actives have a fitted effect of over 65% in size
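HEPG2 CAGA-GFP cells (1000/well, DMEM with 1% FBS) were pre-incubated 2 h at 37 degrees C, given compound by pin tool, then stimulated with TGF-beta at 500 pg/mL final for 18 h before per-cell GFP fluorescence imaging.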
ATXN viability: Viability Counterscreen for Primary qHTS for Inhibitors of ATXN expression; S2 cells (HEK-293 line with an ATXN2-luciferase reporter) viability, CellTiter-Fluor protease fluorescence, 24 h; Potency, µM (top dose mostly 56.7 µM), usual class: cytotoxic; actives 0.49% (n = 400,000); note: nearly all actives have a fitted effect of over 40% in size
EPAC2 antag: qHTS for Antagonist of cAMP-regulated guanine nucleotide exchange factor 2 (EPAC2): primary screen; actives 0.18% (n = 360,000); AID 720708, 2013; Potency, µM (top dose mostly 114 µM), for the others: top-dose activity, negative = inhibition, usual class: inhibitors; EPAC2 GEF exchange of Rap1B-BODIPY-GDP, fluorescence; note: % is set by controls: 0 for no effect and ±100 for the full control effect; nearly all actives have a fitted effect of over 45% in size; many of its hits are not listed in these tables
Target sequence (Q8WZA2 whole entry, looked up): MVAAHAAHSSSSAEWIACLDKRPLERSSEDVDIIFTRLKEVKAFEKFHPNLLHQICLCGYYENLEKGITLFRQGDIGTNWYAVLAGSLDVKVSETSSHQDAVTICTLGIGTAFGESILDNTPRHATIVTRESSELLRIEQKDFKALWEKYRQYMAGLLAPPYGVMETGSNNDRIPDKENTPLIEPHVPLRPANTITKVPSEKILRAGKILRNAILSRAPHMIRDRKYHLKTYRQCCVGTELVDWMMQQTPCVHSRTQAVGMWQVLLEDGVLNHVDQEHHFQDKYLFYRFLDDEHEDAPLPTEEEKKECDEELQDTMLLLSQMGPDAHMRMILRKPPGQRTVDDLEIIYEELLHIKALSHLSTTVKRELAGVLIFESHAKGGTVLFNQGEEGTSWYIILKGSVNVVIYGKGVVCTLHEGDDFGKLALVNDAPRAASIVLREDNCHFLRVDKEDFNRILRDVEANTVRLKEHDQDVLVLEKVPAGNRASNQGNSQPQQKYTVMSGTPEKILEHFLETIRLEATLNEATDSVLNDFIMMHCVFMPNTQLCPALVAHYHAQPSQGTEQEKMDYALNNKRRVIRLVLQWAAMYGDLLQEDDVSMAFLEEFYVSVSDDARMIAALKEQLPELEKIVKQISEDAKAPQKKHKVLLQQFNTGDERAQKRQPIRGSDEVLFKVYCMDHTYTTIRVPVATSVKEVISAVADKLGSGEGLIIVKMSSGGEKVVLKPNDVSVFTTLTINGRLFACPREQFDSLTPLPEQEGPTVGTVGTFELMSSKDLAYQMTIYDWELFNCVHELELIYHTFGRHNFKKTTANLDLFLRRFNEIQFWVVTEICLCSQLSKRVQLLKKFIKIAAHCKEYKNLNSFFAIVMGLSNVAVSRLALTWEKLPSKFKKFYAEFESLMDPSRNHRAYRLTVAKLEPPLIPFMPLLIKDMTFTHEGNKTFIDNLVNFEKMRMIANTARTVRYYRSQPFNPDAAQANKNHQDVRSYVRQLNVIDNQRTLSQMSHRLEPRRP
MCF10A rereplic: A quantitative high throughput screen for small molecules that induce DNA re-replication in MCF 10a normal breast cells | MCF 10A DNA re-replication, Hoechst nuclear intensity, 48 h | Potency, µM (titrated, usually from 46.1 µM), inactives show top-dose activity, positive = re-replication, actives largely listed as activators | actives 2.9% (n = 350,000); note: % of control where 0% means no effect; nearly all actives have a fitted effect of over 50% in size
HepG2 viability: qHTS for Inhibitors of TGF-b: Cytotox Counterscreen | actives 0.76% (n = 410,000) | HepG2 CAGA-GFP viability, ATP luminescence, 18 h | AID 588856, 2011 | Potency, µM (titrated, usually from 46.1 µM), for inactives: at the top dose activity change, negative = cytotoxicity, hits mostly cytotoxic; note: some results filed as inactive show a strong effect at the top dose
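HepG2 CAGA-GFP cells (1000/well, DMEM with 1% FBS) received compound, then TGF-beta at 500 pg/mL final, and were incubated 18 hours at 37 degrees C. Viability was read by CellTiter-Glo luminescence. Media-only wells were set as complete cell-killing and DMSO as no toxicity.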
Nrf2 inh: Nrf2 qHTS screen for inhibitors | A549 ARE-Fluc reporter, luciferase luminescence, 18-24 h | Potency, µM (highest dose often 46 µM), inactives show at the top dose activity change, negative = inhibition, usual class: inhibitors | actives 2.1% (n = 360,000) | AID 504444, 2011; note: % is set by controls: 0 for no effect and ±100 for the full control effect; nearly all actives have a fitted effect of over 60% in size
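Concentration-response testing used A549 ARE_Fluc cells at 5000 cells/well. Following an 18-24 h compound incubation, viability was read by fluorescence (Ex 405/Em 525) and luciferase output by luminescence.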
Nrf2 activator: qHTS of Nrf2 Activators; AREc32 ARE-luciferase reporter (MCF7-derived line), luminescence, 24 h; Potency, µM (highest dose often 46.1 µM), inactives show at the top dose activation, hits mostly activators; actives 0.31% (n = 410,000); note: % of control where 0% means no effect; nearly all actives have a fitted effect of over 65% in size
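ARE activation measured as luciferase luminescence (Steady-Glo, 30 min RT) in AREc32_Fluc cells after 24 hr compound exposure at 37 deg C, 5% CO2; cells seeded overnight at 1000/well in OPTI-MEM, 5% FBS.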
ATXN2 expr inh: Primary qHTS for Inhibitors of ATXN expression. HEK-293 ATXN2-luciferase reporter, luminescence, 24 h. Potency, µM (highest dose often 57 µM), inactives show top-dose activity change, negative = inhibition, usual class: inhibitors. actives 0.72% (n = 360,000). AID 1745845, 2022; note: % is set by controls: 0 for no effect and ±100 for the full control effect; nearly all actives have a fitted effect of over 55% in size
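ATXN2-luciferase reporter cells (luciferase flanked by upstream and downstream ATXN2 gene portions) were treated 24 h at 37 °C with compounds at up to 57 uM. SteadyGlo luminescence gave expression; GF-AFC fluorescence gave viability.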
A549 tox: Nrf2 qHTS screen for inhibitors: counterscreen for cytotoxicity. A549 ARE-Fluc cells, CellTiter-Fluor viability, 18-24 h. actives 0.16% (n = 390,000). Potency, µM (doses to about 46 µM), without a hit: at the top dose activity change, negative = cytotoxicity, actives largely listed as inhibitors. AID 504648, 2011; note: % is set by controls: 0 for no effect and ±100 for the full control effect
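Cytotoxicity counterscreen: CellTiter-Fluor fluorescence was measured in A549 ARE_Fluc cells after 18-24 h of compound exposure in a concentration series. The subsequent BugLite luminescent read reports ARE-luciferase activity.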
* hit, by the source's call; i = inactive; ? = inconclusive; · = not tested or not shown; & = joins results of further samples; [ ] = remark or other dose. Calls come from the whole dose curve; as a rule, active = well fitted curve in the direction sought with a large enough effect; inconclusive = small, poorly fitted or top-dose-only effect, or another doubt; inactive = no such curve, though single readings can be large; an effect the other way counts as inactive or inconclusive. Potency is the fitted concentration of half-maximal effect. This is a subset. The share of hits here may be higher or lower than overall.

Start of the data: the first 2 records as a preview:
Second line of a record – TGFb inhibitor | ATXN viability | EPAC2 antag | MCF10A rereplic | HepG2 viability | Nrf2 inh | Nrf2 activator | ATXN2 expr inh | A549 tox
CN(C(=S)NC(=O)c1ccccc1)C1CCCCC1
  3% | i | 1% | 3% | -17% | 29% | 0.2% | 5% | -1%
CCOC(=O)c1c(N2C(=O)C3CC(C)=C(C)CC3C2=O)sc(C)c1C (stereo not drawn)
  -5% | i | -8% | -9% | -11% | -3% | 0.2% | -2% | -2%

This part in full, repeating the preview:
Second line of a record – TGFb inhibitor | ATXN viability | EPAC2 antag | MCF10A rereplic | HepG2 viability | Nrf2 inh | Nrf2 activator | ATXN2 expr inh | A549 tox
CN(C(=S)NC(=O)c1ccccc1)C1CCCCC1
  3% | i | 1% | 3% | -17% | 29% | 0.2% | 5% | -1%
CCOC(=O)c1c(N2C(=O)C3CC(C)=C(C)CC3C2=O)sc(C)c1C (stereo not drawn)
  -5% | i | -8% | -9% | -11% | -3% | 0.2% | -2% | -2%
O=C(CCC(=O)Nc1ccc(F)cc1)N/N=C/c1c[nH]c2ccccc12
  4% | i | 4% | 0% | -2% | 17% | 2.2% | -26% | 0%
Cc1ccccc1OCC(=O)NCCCNC(=O)c1ccco1
  19% | i | 19% | 0% | 7% | -19% | -0.2% | -9% | 2%
O=C(NN1CCOCC1)c1ccc(Cl)cc1
  19% | i | 17% | -73%[inhibitor] | 10% | 9% | 0.2% | 8% | 3%
Cc1cccc(NC(=O)Cc2noc3ccccc23)c1
  0% | i | 7% | 0% | -13% | 6% | -1.0% | 53%[activator] | 3%
COc1ccc(C(Nc2cc(C)ccn2)c2ccc3ccc(C)nc3c2O)cc1 (stereo not drawn)
  1% | i | -9% | 0% | 5% | 0% | 5.8% | 1% | -6%
O=C1N=c2ccccc2=C1c1sc(Nc2ccc(O)cc2)nc1O
  ? | i | -27% | 13% | 10% | 17% | 26% | 0% | -13%
O=C(NCc1ccco1)C1CCCN(S(=O)(=O)c2cccc3nonc23)C1 (stereo not drawn)
  28% | i | -1% | -13% | -1% | 5% | 8.5% | -2% | 0%
CC(=Nc1ccc(Br)cc1)c1sc2ccccc2c1O
  -16% | i | 1% | 13% | -7% | ? | 18% | · | 8%
COc1ccc2cnnc(SCC(=O)Nc3ccc(C(=O)O)cc3)c2c1OC
  13% | i | 4% | -1% | 2% | -14% | -0.2% | 4% | 0%
CCOc1ccc(NC2c3ccccc3C(=O)N2Cc2ccc3c(c2)OCO3)cc1 (stereo not drawn)
  -23% | i | -21% | -2% | -48% | -27% | 5.5% | -14% | 9%
COc1cc(OC)c(NC(=O)N2CCOCC2)cc1Cl
  0% | i | 7% | 2% | 7% | -3% | -0.4% | 6% | 1%
C#CCOCCOCCOCCNc1nc(N2CCN(C(=O)Cn3cc(CC(C)O)nn3)CC2)nc(N2CCN(C(=O)[C@H](C)n3cc(CCCN=C(N)N)nn3)CC2)n1 (stereo partly drawn)
  5% | i | -3% | 1% | 4% | -3% | 0.4% | -2% | 5%
Fc1cccc(Cc2c(-c3ccco3)nc3c4ccccc4ccn23)c1
  10µM* | i | -9% | · | 11µM* | · | 5µM* | 138%[activator] | ·
CC(Sc1ccccc1)C(=O)NCCc1ccccc1 (stereo not drawn)
  5% | i | -5% | -7% | -15% | 29% | 6.7% | · | 3%
O=C(O)CSc1nnc(-c2ccc(S(=O)(=O)N3CCCC3)cc2)n1Cc1ccco1
  13% | i | 4% | 1% | -3% | · | -0.1% | -1% | 0%
Cc1nccn1CCCNCc1c(C(=O)N2CCCCCCC2)nc2ccc(Cl)cn12
  41%[activator] | i | 0% | 51% | 11% | 8% | 1.8% | 5% | 2%
CCOc1cc(/C=C\c2nc(O)c([N+](=O)[O-])c(=O)[nH]2)ccc1OC(C)C
  34% | ? | -1% | 0% | 3% | 3% | -0.1% | 9% | -15%
CCNC(=O)C1(C)CCN(C(=O)c2cccc(Cl)c2)C1 (stereo not drawn)
  1% | i | 14% | · | -7% | · | 2.6% | 2% | ·
CCN(Cc1ccccc1)c1ccccc1
  -1% | i | ? | -33% | -12% | 3% | 0.2% | 4% | -6%
COc1ccc(-c2c(C#Cc3ccsc3)c3cc(-c4ccc5c(c4)OCCO5)ccc3n2C)cc1
  -23% | i | 0% | 7% | -1% | 10% | -0.8% | -10% | 3%
Cc1ccc(S(=O)(=O)N2CCC(=O)N(CCO)CC2)cc1
  -7% | i | 5% | 9% | -2% | -11% | -1.7% | -2% | -3%
COc1ccc(-c2nc3ccc(N4CCN(C)CC4)cc3c(=O)[nH]2)cc1
  2% | i | 1% | ? | 8% | ? | 3.1% | 24% | -6%
COc1ccc(C(=O)Nn2c(CC(C)C)nc3cc(OC)c(OC)cc3c2=O)c(OC)c1
  2% | ? | -11% | -2% | 0% | -1% | -0.1% | · | -8%
CCOC(=O)c1c(C)[nH]c(C)c1S(=O)(=O)N(C)CC(=O)Nc1ccccc1C
  -12% | i | -1% | -2% | -11% | -6% | 0.4% | · | 1%
CNC(=O)COC(=O)c1cc(F)c(F)cc1Cl
  -3% | i | 7% | -8% | 2% | 4% | 0.0% | 4% | -2%
COCCN(C(=S)Nc1c(C)cccc1C)C(C)c1cccnc1 (stereo not drawn)
  -11% | i | 5% | 0% | 12% | 2% | 0.0% | -11% | -1%
CCOc1ccccc1/C=N/Nc1nc2c(N)ncnc2n1[C@H]1O[C@@H](CO)[C@H](O)[C@@H]1O
  2% | i | 2% | 6% | 0% | 10% | 3.3% | · | 4%
CCOC(=O)C1CCN(C(=O)C(C)Oc2ccc(Br)cc2)CC1 (stereo not drawn)
  5% | · | -2% | 28% | -26% | 3% | -0.7% | -32% | -3%
COc1ccc(-c2sc3cc4c(cc3c2-c2ccc3c(c2)OCCO3)OCO4)cc1
  ? | i | 3% | 16% | -4% | -3% | -1.3% | -2% | 0%
Cc1sc(NC(=O)C2=COCCO2)nc1-c1ccc(Br)cc1
  -8% | i | -3% | ? | -28% | -15% | 2.5% | 1% | -4%
N#CCSc1nnc(-c2cnccn2)n1Cc1ccccc1
  ? | i | -1% | 10% | -14% | 7% | -1.0% | 5% | -2%
Cc1ccc(OCc2cc(=O)n3c4c(sc3n2)CCCC4)cc1C
  1% | i | · | · | -3% | 5% | -0.9% | 3% | 4%
CCCC[C@H]1COCCS(=O)(=O)N1Cc1cccc(Cl)c1
  ? | i | ? | 10% | -35%&-14% | -14% | -0.8% | 3% | -7%
CCOC(=O)c1cnc2cc(Cl)c(OC)cc2c1Nc1ccc(Br)cc1C
  -4% | i | · | · | -1% | -25% | 0.3% | 2% | 0%
Cc1ccc(C(CC(=O)c2ccco2)SCCO)cc1 (stereo not drawn)
  ? | i | 11% | ? | -65% | 0% | ? | 13% | -8%
COc1ccc(C2NC(=S)NC(C)=C2C(=O)Nc2ccccn2)cc1OC (stereo not drawn)
  14% | i | 10% | ? | 7% | -4% | -0.3% | 4% | -1%
COC(=O)c1cc(COc2ccc3oc(C)c(C(=O)OC(C)C)c3c2)c(C)o1
  -13% | i | -11% | ? | -9% | · | -0.2% | 39%[activator] | 3%
CS(=O)(=O)c1ccc(Cl)c(NC(=O)C2CC(=O)N(Cc3ccco3)C2)c1 (stereo not drawn)
  -13% | i | 15% | -17% | -1% | 0% | -0.5% | -16% | 0%
CCOCCCNC(=O)C1c2ccccc2Oc2ccccc21
  0% | i | 4% | -7% | 11% | -3% | 0.3% | 9% | -5%
COC(=O)C1=C(C)Nc2nc3ccccc3n2C1c1cc(OC)c(OC)c(OC)c1 (stereo not drawn)
  -13% | i | 12% | -11% | -26% | -10% | 4.8% | 51%[activator] | -1%
Nc1c(/C=C2\C=Nc3ccccc32)c(=O)nc2sc(CC(=O)N3CCOCC3)nn12
  -5% | i | 2% | -8% | -2% | -23% | 2.7% | · | 0%
Cc1ccc(S(=O)(=O)NCCOC(=O)Nc2sc(=S)n(C)c2C)cc1
  ? | i | 2% | 21% | -9% | -7% | -0.7% | 4% | 3%
CCOC(=O)c1noc2ncnc(Nc3cccc(C(F)(F)F)c3)c12
  0% | i | · | · | 2% | -19% | 0.2% | -18% | -13%
CSc1nc(N)nc2c1ncn2CC(=O)NCCCc1ccccc1
  2% | i | -7% | 0% | -27% | ? | 0.7% | -8% | -1%
CCSc1nc(-c2cccs2)nc2ccccc12
  -18% | i | ? | ? | -39% | -13% | 6.1% | -17% | 8%
CCC(CC)C(=O)Nc1cc(C)c2c(=O)oc3ccccc3c2n1
  -22% | i | -15% | 0% | 1% | ? | ? | ? | 5%
Cc1ccc(S(=O)(=O)N(C)Cc2ccc(C(=O)NN=C3C4CC5CC(C4)CC3C5)cc2)cc1
  -8% | i | 14% | 1% | -3% | 16% | 3.6% | 1% | 8%
Cc1ccc(S(=O)(=O)N(C)C)cc1NC(=O)c1ccc(-n2cncn2)c([N+](=O)[O-])c1
  1% | i | -1% | 2% | 1% | 1% | 0.4% | 4% | -1%
CCc1cc(=O)oc2c(CNCc3c(F)cccc3Cl)c(O)ccc12
  0% | i | -4% | 3% | -4% | 1% | -0.3% | -3% | 1%
COc1ccc(NC(=O)CN(C)S(=O)(=O)c2cccc3nsnc23)cc1
  13%&4% | ? | 12% | 0% | 19%&1% | 9%&8% | -0.4%&0.5% | 3% | -3%&-4%
Cc1ccc(OCC(=O)NNC(=O)CCc2ccccc2)c(Br)c1
  4% | i | 10% | 15% | -43% | 4% | 0.0% | 13% | 8%
O=C(NCc1ccccc1)c1cc(-c2cccc(Cl)c2)on1
  ? | i | · | · | 0% | 23% | 0.8% | 29% | 8%
COCCN1CCc2c(C)nc3c(-c4ccc(OC)c(OC)c4)cnn3c21
  0% | i | 9% | 9% | -20% | 12% | 3.7% | 38%[activator] | 2%
CC(=O)c1ccc(OCc2cc(C(=O)N(C)CCN3CCOCC3)no2)cc1
  4% | i | 6% | -4% | 2% | 15% | -0.6% | 4% | 1%
